High-throughput results from PubChem.
DYRK1A inh: inhibitors of rat Dyrk1A kinase; Q63470; ADP-Glo luminescence, NFATc1 peptide; inhibition, % at 12.5 µM; 0.43% of 310,000 active; AID 504441; in the data active = inhibition above about 50%;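 also: plate controls were vehicle with enzyme for no effect and no enzyme for full effect; many of its hits are not listed in these tables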
RGS4 pot: potentiators or activators of RGS4; HEK293 M3R/inducible RGS4, carbachol calcium flux Fluo4; active compounds read low; B-score at 10 µM; 0.92% of 310,000 active; AID 463111;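 active = B-score of the integrated calcium signal more than 4 SD below the library mean, with starting fluorescence not abnormally high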;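 also: negative B-score means reduced calcium response which marks RGS4 activation or potentiation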
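test system = M3R-expressing HEK293 line, RGS4 induced by doxycycline | probe or stimulus = carbachol at ECmax as muscarinic agonist stimulus | timing = dye loading 30 min 37 °C, buffer rest 30 min RT | signal = calcium dye Fluo4 fluorescence | evaluation = B score from integrated fluorescence ratio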
PolyA inh: yeast polyadenylation inhibition | S. cerevisiae SKY197-pL101 polyadenylation reporter, beta-gal luminescence; efflux-impaired pdr1/pdr3 knockout yeast; score 100 = 6 SD above DMSO | calls only at 12 µM | 0.02% of 300,000 active;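 active = lowest replicate activity score at least 50, where 100 means six control SD above control mean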;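 also: yeast exposed to compound for 9 h at 30 °C; higher score means more reporter readthrough which indicates perturbed polyadenylation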
hERG rescue: compounds protecting human hERG from proarrhythmic drug block. Q12809. CHO-hERG, FluxOR thallium flux, dofetilide IC70 present. activation (rescue from dofetilide block), less the hit threshold, % at 10 µM. 0.51% of 310,000 active. AID 1511;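 active = activation above the mean of controls blocked by dofetilide plus 5 SD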;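 also: thallium influx through hERG after potassium depolarization seen as dye fluorescence rise; in these data hits start at about 4.7%; inactives centre near -7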
KCNK3 inh: human KCNK3 channel inhibition, primary screen; 0.84% of 340,000 active; O14649; CHO-KCNK3 thallium flux, FluxOR fluorescence; active compounds read low; B-score at 10 µM;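 active = B-score under library mean minus 4 SD, starting fluorescence ratio at most library mean plus 5 SD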;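 also: more negative B-score means stronger inhibition of thallium flux through KCNK3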
GSK3 alpha inh: inhibitors of human GSK-3 alpha kinase; P49840; ADP-Glo luminescence, 60 min; inhibition, % at 10 µM; 0.1% of 320,000 active;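 in the data active = inhibition above about 50%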;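 also: GST-tagged GSK-3 alpha with peptide substrate and 25 µM ATP; 0% = DMSO neutral wells and 100% = GW8510 positive control wells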
Target sequence (P49840 whole entry, looked up): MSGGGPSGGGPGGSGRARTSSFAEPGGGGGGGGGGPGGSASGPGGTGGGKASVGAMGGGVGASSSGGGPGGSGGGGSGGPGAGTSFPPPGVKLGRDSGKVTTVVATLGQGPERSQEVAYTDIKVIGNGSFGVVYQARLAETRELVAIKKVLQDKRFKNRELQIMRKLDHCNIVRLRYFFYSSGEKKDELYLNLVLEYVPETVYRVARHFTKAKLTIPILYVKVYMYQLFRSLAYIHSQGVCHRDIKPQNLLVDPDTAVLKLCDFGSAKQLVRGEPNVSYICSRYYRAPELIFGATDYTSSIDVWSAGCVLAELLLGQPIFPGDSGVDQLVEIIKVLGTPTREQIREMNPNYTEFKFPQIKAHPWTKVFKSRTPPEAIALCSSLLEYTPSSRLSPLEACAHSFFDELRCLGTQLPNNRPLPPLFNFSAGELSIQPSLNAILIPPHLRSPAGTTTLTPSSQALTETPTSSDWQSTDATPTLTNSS
KCNQ1 inh: inhibitors of human KCNQ1 potassium channel. P51787. CHO-K1 KCNQ1, FluxOR thallium flux fluorescence; active compounds read high. B-score at 10 µM. 1.3% of 310,000 active;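 active = compounds whose thallium flux B-score, printed positive for inhibition, exceeds three library SD while starting fluorescence stays within three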;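 also: channel opened by potassium depolarization with thallium stimulus after 20 min compound exposure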
KCNK9 inh: inhibitors of human KCNK9 two-pore domain potassium channel; Q9NPC2; HEK293 KCNK9, FluxOR thallium flux fluorescence; active compounds read low; B-score at 10 µM; 1.2% of 310,000 active; AID 488922;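 active = ratio B-score over 3 SD below the library mean, with starting fluorescence within 5 SD of its mean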;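 also: negative B-score means less thallium flux so channel inhibition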
KCNQ1 act: potentiates or activates the human KCNQ1 potassium channel. P51787. CHO-K1 KCNQ1, thallium flux FluxOR fluorescence; active compounds read high. B-score at 10 µM. 0.35% of 310,000 active;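 active = fluorescence ratio B-score, a plate-corrected score, at least three library SD, with initial intensity B-score within 5 SD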
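assay system = CHO-K1 cells stably expressing KCNQ1 | medium = assay buffer, equal DMSO in all wells | timing = 37 °C overnight plating, 90-min dark dye load, 20-min compound pretreatment | measured by = kinetic FluxOR thallium fluorescence, 10-s 1-Hz baseline, 110-s post-stimulus read | measure = fluorescence change relative to baseline, converted to B score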
RGS4 inh: human RGS4 inhibition; P49798; HEK293 M3R/RGS4 inducible, Fluo-4 calcium flux; active compounds read high; triggered by carbachol at its EC20; B-score at 10 µM; 0.45% of 310,000 active;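 active = B-score, a plate-corrected calcium signal, over three deviations above library mean, with baseline fluorescence within five deviations of library mean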;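 also: RGS4 expression induced by doxycycline in cells with stable M3 receptor; B-score is computed from the integrated fluorescence ratio over baseline after carbachol; higher B-score means a larger calcium signal and so more RGS4 inhibition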
Target sequence (P49798 whole entry, looked up): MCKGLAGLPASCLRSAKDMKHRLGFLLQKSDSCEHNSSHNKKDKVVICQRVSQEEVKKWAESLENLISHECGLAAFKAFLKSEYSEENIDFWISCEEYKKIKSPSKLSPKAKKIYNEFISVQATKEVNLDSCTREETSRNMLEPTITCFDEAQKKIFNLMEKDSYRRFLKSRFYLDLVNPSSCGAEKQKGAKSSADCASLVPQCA
GSK3beta inhib: blocks human GSK3beta kinase activity. P49841. GST-GSK3beta kinase, ADP-Glo luminescence, 60 min; active compounds read low. activity score (negative = inhibition), % at 10 µM. 0.038% of 300,000 active. AID 2097;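 active = more than half of replicate wells score below -50%, meaning over 50% inhibition versus plate controls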;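 also: 0% = median DMSO wells and -100% = median GW8510 positive control wells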
Target sequence (P49841 whole entry, looked up): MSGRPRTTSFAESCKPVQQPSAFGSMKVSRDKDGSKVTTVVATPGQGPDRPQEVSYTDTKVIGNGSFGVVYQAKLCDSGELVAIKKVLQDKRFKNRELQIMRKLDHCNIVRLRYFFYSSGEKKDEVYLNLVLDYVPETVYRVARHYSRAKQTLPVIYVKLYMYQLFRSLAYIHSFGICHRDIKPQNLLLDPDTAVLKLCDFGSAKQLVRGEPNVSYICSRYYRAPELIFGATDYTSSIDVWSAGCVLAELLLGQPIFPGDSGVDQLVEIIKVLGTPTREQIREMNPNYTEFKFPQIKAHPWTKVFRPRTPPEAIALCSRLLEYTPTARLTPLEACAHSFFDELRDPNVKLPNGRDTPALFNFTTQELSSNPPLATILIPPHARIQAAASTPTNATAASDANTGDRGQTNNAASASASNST
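Assay system: GST-fused GSK3beta enzyme, cell-free / Medium: Tris pH 7.5 buffer with MgCl2, DTT, BSA, heparin / Also added: peptide substrate plus 25 µM ATP (final) / Compound: 10 µM single point / Timing: kinase reaction with compound 60 min at room temperature / Detection: ADP-Glo luminescence / Benchmarks: DMSO neutral wells and GW8510 at 20 µM as positive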
* hit, by the source's call; i = inactive; x = not tested or not shown. Some of the compounds tested; count on the stated rates, not on these rows.

A first look:
item | SMILES | DYRK1A inh | RGS4 pot | PolyA inh | hERG rescue | KCNK3 inh | GSK3 alpha inh | KCNQ1 inh | KCNK9 inh | KCNQ1 act | RGS4 inh | GSK3beta inhib
1 | COc1ccccc1CC(=O)Nc1ccccc1O | 8 | i | i | -6 | i | -1 | i | i | i | i | 3
2 | COc1ccccc1-c1nnc(NC(=O)c2ccc(S(=O)(=O)N(C)CC3CCCO3)cc2)o1 (stereo not drawn) | 2 | i | i | -6 | i | 0 | i | i | i | i | 1
3 | CCCC(=O)Nc1ccc(Sc2ccc([N+](=O)[O-])cc2)cc1 | 0 | i | i | -8 | i | -2 | i | i | i | i | 0

The list itself, previewed entries included:
item | SMILES | DYRK1A inh | RGS4 pot | PolyA inh | hERG rescue | KCNK3 inh | GSK3 alpha inh | KCNQ1 inh | KCNK9 inh | KCNQ1 act | RGS4 inh | GSK3beta inhib
1 | COc1ccccc1CC(=O)Nc1ccccc1O | 8 | i | i | -6 | i | -1 | i | i | i | i | 3
2 | COc1ccccc1-c1nnc(NC(=O)c2ccc(S(=O)(=O)N(C)CC3CCCO3)cc2)o1 (stereo not drawn) | 2 | i | i | -6 | i | 0 | i | i | i | i | 1
3 | CCCC(=O)Nc1ccc(Sc2ccc([N+](=O)[O-])cc2)cc1 | 0 | i | i | -8 | i | -2 | i | i | i | i | 0
4 | Cc1c(CN2CCCC(C(=O)c3cccc(Cl)c3)C2)c(=O)n(-c2ccccc2)n1C (stereo not drawn) | 0 | i | i | -3 | i | -6 | i | i | i | i | 3
5 | COc1ccc(-c2c(C)oc3c(CN4CCN(C)CC4)c(O)ccc3c2=O)cc1 | -1 | i | i | -9 | i | 1 | i | i | i | i | 2
6 | CCOc1ccccc1C(=O)OCC(=O)Nc1ccc(OC(F)F)cc1 | 2 | i | i | -6 | i | -1 | i | i | i | i | -2
7 | CCNc1nc(NC(C)C)nc(NC(C)(C)C)n1 | -4 | i | i | -14 | i | 0 | i | i | i | i | 2
8 | CC1CCN(C(=O)C2CC(c3ccc(F)cc3)=NO2)CC1 (stereo not drawn) | 2 | i | i | -7 | i | 0 | i | i | i | i | -1
9 | CC(=O)Cn1nnc2sc3c(c2c1=O)CCC(C(C)(C)C)C3 (stereo not drawn) | -1 | i | i | -9 | i | -1 | i | i | i | i | 3
10 | CC(=O)NC(CC(C)C)C(=O)NC(=O)NCc1ccccc1 (stereo not drawn) | 1 | i | i | -8 | i | -3 | i | i | i | i | -4
11 | O=C(NCCN1C(=O)S/C(=C\c2cccs2)C1=O)c1ccc(=O)[nH]c1 | x | i | i | -7 | x | -1 | i | i | i | i | 0
12 | O=C(CSc1nnc(Cn2nnc3ccccc32)o1)Nc1cccc(Cl)c1 | -1 | i | i | -10 | i | -2 | i | i | i | i | 0
13 | COc1ccc(OC)c(NC(=O)CSc2ccc3ccccc3c2)c1 | 1 | i | i | -6 | -11* | -1 | i | i | i | i | -6
14 | Cc1cc(NCCO)c2ccccc2n1 | 2 | i | i | -7 | i | -1 | i | i | i | i | -2
15 | COC(=O)CCC/C=C1/SCC(NC(=O)c2ccccc2)/C1=N/O (stereo not drawn) | -3 | i | i | -5 | i | -1 | i | i | i | i | 2
16 | CCC(=O)Nc1cc(C(=O)OC(C(=O)c2ccc(C)c(C)c2)c2ccccc2)ccc1C (stereo not drawn) | 8 | i | i | -12 | i | 0 | i | i | i | i | -1
17 | Cc1ccccc1N1C(=O)C2ON(c3ccccc3)C(c3ccco3)C2C1=O (stereo not drawn) | -5 | i | i | -6 | i | 5 | i | i | i | i | -2
18 | CO/N=C/C(=N\Nc1ccc(OC)cc1)C(=O)c1ccc(F)cc1 | -6 | i | i | -12 | i | 2 | i | i | i | i | -1
19 | CC1(C)C2CCC1(C(=O)O)c1nc3ccccc3nc12 (stereo not drawn) | -1 | i | i | -4 | i | -2 | i | i | i | i | 1
20 | O=C(Nc1ccc([N+](=O)[O-])cc1)C1CC12CCC2 (stereo not drawn) | 5 | i | i | -12 | i | x | i | i | i | i | 0
21 | CCn1c(SCC(=O)Nc2ccccc2C)nnc1-c1ccccc1O | 2 | i | i | -8 | i | 0 | i | i | i | i | 0
22 | Cc1nc2nc[nH]n2c(=O)c1NC(=O)c1cccc(OCC(C)C)c1 | 1 | i | i | -4 | i | -2 | i | i | i | i | -3
23 | COc1ccc(CNC(=O)c2ccc(Cn3cc(Br)cn3)o2)cc1 | 24 | i | i | -5 | i | 1 | i | i | i | i | 1
24 | Cc1cccc(Nc2n[nH]c(=S)s2)c1C | 4 | i | i | -14 | i | 1 | i | i | i | i | -6
25 | Cn1c(CSc2nc3ccccc3s2)n[nH]c1=S | 8 | i | i | -9 | i | -3 | i | i | i | i | 10
26 | Cc1ccc(C(=O)ONC(=O)c2ccc(Cl)cc2)cc1[N+](=O)[O-] | -2 | i | i | -3 | i | -2 | i | i | i | i | 1
27 | CCc1ccc(C(=O)NNC(=O)OC)cc1 | -5 | i | i | -5 | i | -3 | i | i | i | i | -6
28 | O=C(Nc1ccccc1)C1=C[C@@H](c2ccccc2)C[C@@H](OCc2ccc(CO)cc2)O1 | 4 | i | i | -14 | i | -4 | i | i | i | i | 0
29 | O=c1c2ccccc2nc2c3ccccc3c(NCCN3CCOCC3)nn12 | x | i | i | -20 | x | 3 | i | i | i | i | 4
30 | Cc1nn2c(-c3ccco3)nnc2c2ccccc12 | 15 | i | i | -10 | i | 6 | i | i | i | i | -2
31 | CCCn1c(SCC(=O)Nc2cc(S(=O)(=O)N3CCOCC3)ccc2Cl)n[nH]c1=O | -3 | i | i | -12 | i | 4 | i | i | i | i | 1
32 | C[C@H]([C@H](O)c1ccccc1)N(C)C(=O)CN | -2 | i | i | -6 | i | 3 | i | i | i | i | 1
33 | COc1ccc(CNCc2cccc(Oc3ccccc3)c2)cc1 | 1 | i | i | -13 | i | -2 | i | i | i | i | 1
34 | Cc1cc(N)nc(SCC(=O)N2C(C)CCCC2C)n1 (stereo not drawn) | -1 | i | i | -5 | i | -1 | i | i | i | i | -1
35 | S=C(NCCc1ccccc1)Nc1ccccc1N1CCOCC1 | -3 | i | i | -8 | i | -1 | i | i | i | i | -1
36 | CC1CCC2(CC1)N=C(N)Nc1nc3ccccc3n12 (stereo not drawn) | 15 | i | i | -2 | i | -1 | i | i | i | i | 2
37 | Cc1cc(C(=O)OCc2nnc(-c3ccccc3)o2)c(C)n1-c1ccccc1 | 2 | -8.9* | i | -8 | i | -1 | 10* | i | i | i | 2
38 | Cc1ccc(NC(=O)Cn2nc(C)c(S(=O)(=O)N(C)C)c2C)cc1C | 10 | i | i | -6 | i | -5 | i | i | i | i | 5
39 | COc1ccccc1NS(=O)(=O)c1ccc2c(c1)N(C(C)=O)CC(C)S2 (stereo not drawn) | -4 | i | i | -6 | i | 2 | i | i | i | i | 2
40 | CCN1C(=O)/C(=C/c2nc3ccccc3c(=O)n2-c2ccc(C)cc2)c2ccccc21 | 1 | i | i | -8 | i | -3 | i | i | i | i | 0
41 | CCOC(=O)c1sc(=S)n(CC)c1NC(=O)c1ccccc1C | x | i | i | -3 | i | 0 | i | i | i | i | 1
42 | COc1ccccc1-c1c(C)nn2c(N)c(-c3ccccc3)cnc12 | 3 | i | i | -7 | i | -3 | i | i | i | i | 0
43 | COc1cccc(C(=O)COc2ccc(NC(=O)c3cccs3)cc2)c1 | 13 | i | i | 1 | i | 9 | i | i | i | i | -6
44 | CC(=O)Nc1ccc(S(=O)(=O)Nc2ccc3c(c2)n(C)c(=O)n3C)c(C)c1 | -1 | i | i | -5 | i | -2 | i | i | i | i | 3
45 | COc1ccc(N2CCN(CC(=O)N3CCC(C)CC3)CC2)cc1 | -3 | i | i | -10 | i | -3 | i | i | i | i | 1
46 | Cc1nc(N2CCCCC2)sc1C=O | x | i | i | -1 | x | -2 | i | i | i | i | 1
47 | Cc1cc(NC(=O)c2ccco2)ccc1-n1cnnn1 | 8 | i | i | -7 | i | -2 | i | i | i | i | 0
48 | CCn1c2ccccc2c2c3ncc4cccn4c3ccc21 | x | i | x | -8 | i | -2 | i | i | i | i | 0
49 | CCOC(=O)C1CCCN(CC(O)COCc2ccccc2OC)C1 (stereo not drawn) | x | i | i | -4 | i | 1 | i | i | i | i | 0
50 | CCCCC(=O)NC(c1ccco1)c1c(O)ccc2ccccc12 (stereo not drawn) | 9 | i | i | -13 | i | 1 | i | i | i | i | 2

Later entries:
item | SMILES | DYRK1A inh | RGS4 pot | PolyA inh | hERG rescue | KCNK3 inh | GSK3 alpha inh | KCNQ1 inh | KCNK9 inh | KCNQ1 act | RGS4 inh | GSK3beta inhib
51 | Cc1ccnc(NC(=O)CNC(=O)c2ccc(Br)o2)c1 | 8 | i | i | -7 | i | 5 | i | i | i | i | -2
52 | Cc1noc(C)c1C(=O)OCC(=O)Nc1cccc(S(N)(=O)=O)c1 | 2 | i | i | -7 | i | 1 | i | i | i | i | 2
53 | CCOc1ccccc1C(=O)N/N=C/c1c[nH]c2ccccc12 | -2 | i | i | -10 | i | -1 | i | i | i | i | -3
54 | O=C(NN=C1CCCC1)NC1CCCCC1 | 2 | i | i | -7 | i | x | i | i | i | i | 1
55 | O=S(=O)(NC1=NCCCCC1)c1ccc2sc(NS(=O)(=O)c3ccc4ccccc4c3)nc2c1 | 12 | i | i | -21 | i | -3 | i | i | i | i | 1
56 | CCOC(=O)C(N)CSC1CC(=O)N(c2ccc(OCC)cc2)C1=O (stereo not drawn) | 0 | i | i | -4 | i | 3 | i | i | i | i | x
57 | O=C(Nc1cccc(F)c1)C1CCN(C(=O)NCc2ccccc2)CC1 | -1 | i | i | -1 | i | 1 | i | i | i | i | 1
58 | Cc1ccc(CCNC(=O)CCS(=O)(=O)Cc2ccc(C)cc2)cc1 | 1 | i | i | -1 | i | -3 | i | i | i | i | 2
59 | O=C(CSc1nc(N2CCOCC2)nc(N2CCOCC2)n1)Nc1ccc([N+](=O)[O-])cc1 | 2 | i | i | -5 | i | -2 | i | i | i | i | -3
60 | O=C1C2C3C=CC(C3)C2C(=O)N1c1ccc2c(c1)CCC2 (stereo not drawn) | -2 | i | i | -11 | i | -2 | i | i | i | i | -2
